Bioassay records: PubChem, several laboratories
NOD1 NF-kB reporter: inhibition of NOD1-driven NF-kB reporter – cell-based, luminescence, uHTS, primary screen (AID 1578). 1% of 290,000 active. one-dose inhibition, % at 4 µM; EC50 in µM for titrated hits. NOD1-driven NF-kB luciferase reporter cells, luminescence; higher % means a stronger effect; in the data active means inhibition mostly above about 36%, no sharp cut-off; inactive means mostly below about 34%;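 further: HEK-293T reporter cells stimulated with the NOD1 agonist gamma-tri-DAP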
NTR1 ag: NTR1-driven beta-arrestin-GFP spot formation – imaging, U2OS cells, high content, primary screen (AID 493036). P30989. agonist mode. activation, % at 20 µM. 0.17% of 330,000 active;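 active means activation at or above 40% of the spot to cytoplasm intensity ratio, with at least 20 cells analyzed; inconclusive means wells under 20 cells, flagged as cytotoxic or low count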;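 further: 0% = DMSO without peptide and 100% = 100 nM NTR1 peptide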
Target sequence (P30989 whole entry, looked up): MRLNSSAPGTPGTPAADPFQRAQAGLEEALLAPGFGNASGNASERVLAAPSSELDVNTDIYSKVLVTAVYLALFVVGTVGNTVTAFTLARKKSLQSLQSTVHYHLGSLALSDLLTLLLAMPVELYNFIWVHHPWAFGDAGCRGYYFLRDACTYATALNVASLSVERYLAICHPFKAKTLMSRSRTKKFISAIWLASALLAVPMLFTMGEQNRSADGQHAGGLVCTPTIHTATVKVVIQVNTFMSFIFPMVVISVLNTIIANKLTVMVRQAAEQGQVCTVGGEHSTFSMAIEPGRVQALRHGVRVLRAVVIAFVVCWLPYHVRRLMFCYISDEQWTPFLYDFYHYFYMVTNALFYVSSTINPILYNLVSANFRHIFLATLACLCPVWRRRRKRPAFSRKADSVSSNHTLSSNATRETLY
GPR55 beta-arrestin: selective activators of receptor GPR55 – imaging, U2OS cells, beta-arrestin-GFP redistribution, primary screen (AID 1961). activation, % at 10 µM; hits with a dose series show EC50 in µM. U2OS GPR55 beta-arrestin-GFP redistribution imaging; higher % means a stronger effect. 0.048% of 290,000 active;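 active means activation above 40% with more than 50 cells counted in the well; inconclusive means wells holding fewer than 50 cells, flagged as toxic or sparse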;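 further: U2OS osteosarcoma cells stably expressing GPR55 and beta-arrestin-GFP; plate controls were DMSO negative control for no effect and LPI positive control for full effect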
HEK293 NOD2/NF-kB: inhibition of NOD2-driven NF-kB reporter – cell-based, luminescence, uHTS, HEK293 (AID 1566); HEK293 NOD2/NF-kB luciferase reporter, luminescence; higher % means a stronger effect; 0.63% of 290,000 active; inhibition, % at 4 µM; hits with a dose series show EC50 in µM; further: many of its hits are not listed in these tables
KOR beta-arrestin-1: KOR agonists, beta-arrestin recruitment, primary screen, cell-based, luminescence, uHTS (AID 1777); KOR beta-arrestin recruitment, luminescence; higher % means a stronger effect; 0.02% of 280,000 active; activation, % at 10 µM; hits with a dose series show EC50 in µM; in the data active means activation above about 50%, passing the limit was not always enough; further: a part of the inactive calls stands beside numbers as strong as those of hits
GPR55 antagonists: GPR55 antagonists blocking LPI-driven arrestin recruitment, primary screen, imaging, U2OS, beta-arrestin-GFP, LPI agonist (AID 2013); U2OS GPR55 beta-arrestin-GFP translocation imaging, LPI antagonism; higher % means a stronger effect; one-dose inhibition, % at 10 µM; IC50 in µM for titrated hits; 0.13% of 290,000 active;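 active means spots per cell inhibited over 60%, with over 100 cells counted and total cytoplasm intensity under 500,000; inconclusive means wells with under 100 cells, flagged as likely toxic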;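 further: U2OS cells stably carrying GPR55 and arrestin-GFP stimulated by 5 µM LPI near EC80; imaged beta-arrestin-GFP aggregate spots per cell after agonist stimulation; plate controls were LPI-stimulated DMSO wells for no effect and DMSO wells without LPI for full effect; some results filed as inactive read as strong as hits; confirmed hits need IC50 under 10 µM and bright autofluorescent wells are also inconclusive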
T cell modulator: modulates CD8 T cell binding to vesicles. 2C CD8+ T cell-vesicle binding, flow cytometry; stronger effect = lower value. calls only at 7 µM. 0.068% of 330,000 active;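 active means response, share of CD8 T cells binding vesicles, and their 90th percentile fluorescence all below set limits, cut at about 80% in these data, passing the limit was not always enough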
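Incubation: binding step 1.5 h, 37 °C, antibody labelling 20 min, ice; system: murine 2C transgenic CD8+ T lymphocytes; technique: cytometric PE anti-B7-1 and Alexa647 anti-CD8 signals after 1% paraformaldehyde fixation; also added: QL9-charged Drosophila Ld/ICAM-1/B7-1 vesicles; control set: naked versus QL9-loaded vesicles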
KOR beta-arrestin-2: KOR antagonists, beta-arrestin recruitment, cell-based, luminescence, uHTS (AID 1778); KOR beta-arrestin recruitment, luminescence, antagonist mode; higher % means a stronger effect; inhibition, % at 10 µM; hits with a dose series show IC50 in µM; 0.091% of 290,000 active; further: strong numbers were not always called active
Myeloid diff MLP: compounds promoting myeloid differentiation | calls only at 10 µM | 1% of 360,000 active | ER-HoxA9 myeloid progenitors, lysozyme-GFP differentiation, flow cytometry | AID 624256;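 active means normalized GFP-positive differentiation at or above the plate's own cutoff, the solvent-only control mean plus 3 SD; inconclusive means no clear call, values can overlap the other calls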;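 further: cells exposed to compound for four days before flow analysis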
T cell modulator vesicle-bound %: further read-out of T cell modulator, marked with its call; double positive events, %; measured here: CD8+ vesicle-bound cell fraction;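 binding gate set so that unloaded-vesicle control wells show 10% double positive cells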
NTR1 ag cell count 20 µM: further read-out of NTR1 ag, marked with its call; cell count; measured here: cell count, cytotoxicity flag
Myeloid diff MLP GFP+ MAC1+ %: recorded beside Myeloid diff MLP, whose call it bears; GFP+ MAC1+ double positive, %; measured here: differentiation confirmed by MAC1 staining
The depositor's hits bear a star; i = inactive; ? = inconclusive; . = no result given; + = active, no number; [ ] = another dose, or the depositor's remark. Unless noted, no stated cut-off is given here; in the data, active means inhibition above about 50%; inactive means the rest.

SMILES | NOD1 NF-kB reporter | NTR1 ag | NTR1 ag cell count 20 µM | GPR55 beta-arrestin | HEK293 NOD2/NF-kB | KOR beta-arrestin-1 | GPR55 antagonists | T cell modulator | T cell modulator vesicle-bound % | KOR beta-arrestin-2 | Myeloid diff MLP | Myeloid diff MLP GFP+ MAC1+ %
CCOc1ccc(NS(=O)(=O)c2ccc(-c3coc(C)n3)cc2)cc1 | -20% | 0.9 | 59 | -0.2% | 10% | 3.4% | 8% | i | 34 | -19% | i | 5.0
C=CCN(C(=O)c1csnn1)C(C(=O)NC1CCCC1)c1ccc(OC)cc1 (stereo unspecified) | -16% | -1.0 | 61 | -0.1% | -10% | 4.3% | -3% | i | 45 | 23% | i | 0.5
CC1CCN(c2ccc([N+](=O)[O-])cn2)CC1 | -14% | -1.8 | 64 | -0.1% | 0% | -3.5% | 6% | i | 11 | 27% | i | 1.0
Cc1ccc(Cl)cc1OCC(=O)NCCOC(=O)Nc1sc(=S)n(C)c1C | -31% | 1.1 | 41 | 0.5% | -19% | -0.9% | -4% | i | 31 | 2% | i | 0.6
CC(=O)c1c(O)cc(=O)n(-c2ccccc2)c1-c1ccc(Cl)cc1 | -20% | -1.4 | 74 | -0.1% | 9% | 0.7% | 6% | i | 42 | -4% | i | 0.9
O=C(C1CCN(C2CC(=O)N(c3ccc(F)cc3)C2=O)CC1)N1CCOCC1 (stereo unspecified) | 18% | -0.3 | 59 | -0.1% | -7% | -6.1% | 7% | i | 64 | -20% | i | 0.7
COc1cc(C(=O)NCc2nnc(SCC(=O)Nc3nc4ccc(C)cc4s3)o2)cc(OC)c1OC | -11% | 0.1 | 61 | 0.4% | -11% | -4.0% | -10% | i | 32 | -33% | i | 0.4
C=CCSc1ncc(C#N)c(N)n1 | -37% | -0.5 | 81 | 0.0% | 9% | 2.2% | -1% | i | 11 | -21% | i | 0.7
O=C(c1ccoc1)N1CCCC(N2CCN(c3cccc(Cl)c3)CC2)C1 (stereo unspecified) | -30% | 0.0 | 49 | 0.2% | -17% | -2.1% | -11% | i | 3 | 20% | ? | .
COc1ccc(C2C(C(C)=O)=C(O)C(=O)N2C)c(OC)c1 (stereo unspecified) | 4% | -0.4 | 48 | -0.1% | 6% | 10% | 3% | i | 40 | 17% | i | 0.4
Cc1cc(=O)n2nc(N3CCCC(C(=O)NCc4cccc(Cl)c4)C3)sc2n1 (stereo unspecified) | -26% | -0.6 | 55 | -0.1% | 10% | 1.7% | 3% | i | 9 | 7% | i | 1.8
O=C(Cc1ccc(Cl)cc1)Nc1cccnc1 | 8% | -1.3 | 72 | 0.6% | 10% | -4.3% | 11% | i | 12 | 10% | i | 0.9
CNS(=O)(=O)c1cc(S(=O)(=O)NC)c2cccc3c2c1NC3=O | 26% | 0.1 | 64 | -0.2% | -15% | -4.3% | 4% | i | 39 | -10% | i | 0.5
COCCn1c(CN2CCN(C(c3ccccc3)c3ccccc3)CC2)nc2c1c(=O)n(C)c(=O)n2C | -8% | 3.4 | 74 | -0.1% | -5% | 5.8% | -6% | . | . | -23% | i | 0.2
C=CC[n+]1c(-c2ccc(C)cc2)csc1NNC(=O)Nc1ccccc1 | 60% | 5.7 | 38 | 0.7% | 37% | -2.7% | 7% | i | 8 | 16% | i | 4.8
NS(=O)(=O)c1ccc(CCNC(=O)CN2CCN(c3ccccc3F)CC2)cc1 | -29% | 1.9 | 48 | -0.4% | 6% | 18% | 1% | i | 34 | -1% | i | 1.0
Cc1cc(N)ccc1NC(=O)c1ccccc1 | 10% | -2.5 | 85 | -0.1% | -7% | 1.9% | 5% | i | 22 | 0% | i | 0.6
Cn1c(=O)[nH]c(=O)c2c1nc1n2CCCN1CCc1ccccc1 | -28% | 1.1 | 60 | -0.2% | 13% | 1.2% | 7% | i | 22 | 8% | i | 0.0
CCOC(=O)CNC(=O)CSc1nc(-c2ccc(C)cc2)ns1 | -34% | 1.3 | 41 | 0.5% | -4% | 2.5% | -21% | i | 39 | -28% | i | 0.5
COc1ccc(NS(=O)(=O)c2cc3c4c(c2)C(C)C(=O)N4CCC3)cc1 (stereo unspecified) | -24% | 2.1 | 58 | 0.2% | 0% | -3.0% | 3% | i | 37 | 4% | i | 0.7

Arranged by number of heavy atoms (lowest first): three of the compounds above.
SMILES | NOD1 NF-kB reporter | NTR1 ag | NTR1 ag cell count 20 µM | GPR55 beta-arrestin | HEK293 NOD2/NF-kB | KOR beta-arrestin-1 | GPR55 antagonists | T cell modulator | T cell modulator vesicle-bound % | KOR beta-arrestin-2 | Myeloid diff MLP | Myeloid diff MLP GFP+ MAC1+ %
CCOC(=O)CNC(=O)CSc1nc(-c2ccc(C)cc2)ns1 | -34% | 1.3 | 41 | 0.5% | -4% | 2.5% | -21% | i | 39 | -28% | i | 0.5
Cn1c(=O)[nH]c(=O)c2c1nc1n2CCCN1CCc1ccccc1 | -28% | 1.1 | 60 | -0.2% | 13% | 1.2% | 7% | i | 22 | 8% | i | 0.0
NS(=O)(=O)c1ccc(CCNC(=O)CN2CCN(c3ccccc3F)CC2)cc1 | -29% | 1.9 | 48 | -0.4% | 6% | 18% | 1% | i | 34 | -1% | i | 1.0

4 entries from above, arranged by the value under Myeloid diff MLP GFP+ MAC1+ %, highest first:
mol | Myeloid diff MLP GFP+ MAC1+ %
NS(=O)(=O)c1ccc(CCNC(=O)CN2CCN(c3ccccc3F)CC2)cc1 | 1.0
O=C(Cc1ccc(Cl)cc1)Nc1cccnc1 | 0.9
C=CCN(C(=O)c1csnn1)C(C(=O)NC1CCCC1)c1ccc(OC)cc1 (stereo unspecified) | 0.5
COCCn1c(CN2CCN(C(c3ccccc3)c3ccccc3)CC2)nc2c1c(=O)n(C)c(=O)n2C | 0.2

(cont.)
SMILES | NOD1 NF-kB reporter | NTR1 ag | NTR1 ag cell count 20 µM | GPR55 beta-arrestin | HEK293 NOD2/NF-kB | KOR beta-arrestin-1 | GPR55 antagonists | T cell modulator | T cell modulator vesicle-bound % | KOR beta-arrestin-2 | Myeloid diff MLP | Myeloid diff MLP GFP+ MAC1+ %
CCN1CCN(c2nc3c(C)cccn3c(=O)c2/C=C(\C#N)S(=O)(=O)c2ccccc2)CC1 | -16% | 3.7 | 46 | -0.1% | 8% | -6.7% | 17% | i | 11 | 16% | i | 0.6
C=CCNC(=O)CSc1nc2ccccc2c(=O)n1CCc1ccc(OC)c(OC)c1 | -20% | 2.6 | 67 | -0.2% | 11% | -3.5% | 6% | i | 46 | -25%[20 µM] | i | 0.3
Cc1ccc(-c2ccc(=O)n(CCC(=O)N3CCN(c4ccccc4)CC3)n2)cc1 | -7% | 1.8 | 98 | -0.1% | -10% | 1.8% | 0% | i | 62 | -12% | i | 1.2
COc1ccc(NC(=O)CSc2nc3nc(C)cc(C)n3n2)cc1 | 23% | 0.2 | 45 | 0.6% | 5% | 0.6% | -1% | i | 51 | 25% | i | 0.8
C=CCNc1nc(N(c2ccccc2)c2ccccc2)nc(-n2ccnc2)n1 | -47% | 19 | 85 | 0.0% | 7% | -2.2% | 11% | i | 34 | 9% | i | 0.3
CN(CCNC(=O)c1cc2c(=O)n(C)c3ccccc3c2n1C)Cc1ccccc1 | -26% | 8.9 | 38 | -0.1% | -6% | -6.1% | 10% | i | 22 | 36% | i | 1.3
c1nc(COc2nsnc2N2CCOCC2)cs1 | 39% | 1.7 | 58 | -0.1% | 10% | 4.0% | -4% | i | 28 | -16% | + | 7.1*
O=C(Nc1ncc([N+](=O)[O-])s1)C1CC(=O)N(c2ccc(F)cc2)C1 (stereo unspecified) | -54% | -0.4 | 57 | 0.0% | -14% | 3.5% | -4% | i | 18 | -6% | i | 2.7
CCN(CCNCC(O)COc1ccccc1C(C)C)c1cccc(C)c1 (stereo unspecified) | -6% | 54* | 49* | 0.0% | -6% | 1.2% | 18% | i | 7 | -10% | i | 0.4
CC1(OC(=O)CCc2ccccc2)C(=O)C=C2C=C(c3ccsc3)OC=C2C1=O (stereo unspecified) | 3% | -1.3 | 52 | -0.2% | 21% | -5.7% | 9% | i | 22 | 29% | . | .
COc1ccccc1C(=O)Nc1ccc(C(=O)c2ccccc2)cc1 | -32% | 2.2 | 46 | -0.1% | 4% | -0.1% | 16% | i | 58 | -6%[20 µM] | i | 0.4
O=C(NC1CCNCC1)C1CCCCC1 | -4% | -0.8 | 75 | -0.1% | 12% | 3.6% | 2% | i | 59 | 14% | i | 0.2
Cc1cccn2cc(-c3ccc(F)cc3)cc12 | -36% | 0.5 | 65 | -0.1% | 10% | -0.3% | -6% | i | 43 | -30%[20 µM] | i | 0.2
Cc1ccc(S(=O)(=O)NC(C)C(=O)N2CCOCCOCCOCCOCC2)cc1 (stereo unspecified) | -11% | 0.0 | 54 | -0.1% | 10% | -1.8% | -9% | i | 31 | 2% | i | 0.9
COc1ccc(N2CCN(C(=O)CC34CC5CC(CC(C5)C3)C4)CC2)c([N+](=O)[O-])c1 | 22% | 4.2 | 43 | -0.3% | 10% | 2.9% | 17% | i | 3 | -19% | i | 0.9
COc1cc(C(=O)CSc2nnc(-c3ccc(O)cc3)n2CC2CCCO2)ccc1NC(C)=O (stereo unspecified) | -17% | -0.8 | 44 | -0.1% | -3% | -1.0% | 4% | i | 64 | 11% | i | 5.6
CCc1nnc(NC(=O)CSc2nnc(-c3ccoc3C)n2CC(C)C)s1 | 13% | -0.9 | 42 | -0.2% | 13% | -4.0% | 10% | i | 27 | -31% | i | 1.4
CCCCn1c(C)nc2c(=O)n(C)c(=O)[nH]c21 | -1% | -1.3 | 66 | -0.1% | 4% | -3.1% | 0% | i | 17 | 21% | i | 0.6
Cc1cccc(NC(=O)CSCC(=O)Nc2nnc(C3CC3)s2)c1 | -16% | 1.2 | 54 | -0.1% | -4% | 6.5% | 8% | i | 67 | -26% | i | 1.5
CC(C)C(=O)Nc1c(-c2cccc(Cl)c2)c(=O)c2ccccc2n1C | 0% | -0.2 | 91 | -0.1% | -31% | -4.0% | 7% | i | 27 | 47% | i | 0.3
NS(=O)(=O)c1cccc(NC(=S)NC(=O)C23CC4CC(CC(C4)C2)C3)c1 | -35% | 0.9 | 73 | 0.3% | -13% | -2.2% | 7% | i | 16 | -4% | i | 0.2
O=C(COC(=O)c1ccccc1Br)NCCC1=CCCCC1 | -37% | 0.5 | 70 | 0.1% | 2% | -3.9% | 3% | i | 63 | -8% | i | 0.8

Not all compounds are listed; the hit share may differ from the screen's.
